3CLpro inhibitor: SARS-CoV 3CLpro protease inhibition; recombinant SARS-CoV 3CLpro, quenched FRET peptide cleavage; 290,000 tested, 0.14% active; AID 1706; inhibition, % at 6 µM; in the data active = inhibition above about 12%
TcdB inh: inhibitors of Clostridioides difficile toxin B glycohydrolase; 350,000 tested, 0.24% active; AID 652162; TcdB glycohydrolase enzymatic assay, plate reader; inhibition, % at 9.99 µM; P18177; in the data active = inhibition above about 10%
Vc quorum ag: quorum light induction in luxS cqsA deficient V. cholerae; V. cholerae BH1578 lux reporter, luminescence, 6 h; activation, % at 18.7 µM; 350,000 tested, 0.16% active; AID 588436; in the data active = activation mostly above about 9.7%, no sharp cut-off; note: not every result past the cut was called active; inactives centre near 0; reference of the scale not given here
MazEF act: MazEF (E. coli) toxin RNase activation | FAM/BHQ RNA-DNA oligo cleavage fluorescence, 5 h | AID 504720 | activation, % at 20 µM | P0AE70 | 350,000 tested, 0.32% active; in the data active = activation above about 50%
Target sequence (P0AE70 whole entry, looked up): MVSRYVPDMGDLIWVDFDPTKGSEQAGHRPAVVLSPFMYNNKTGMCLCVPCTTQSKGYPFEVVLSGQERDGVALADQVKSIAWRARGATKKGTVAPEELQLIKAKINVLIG
PfHsp40 yeast: restores yeast growth despite PfHsp40 toxicity; S. cerevisiae expressing PfHsp40, growth rescue, ATP luminescence; growth rescue, % at 12.5 µM; 340,000 tested, 0.68% active; AID 504582; in the data active = growth rescue above about 28%, passing the limit was not always enough;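 note: yeast W303a lacking pdr1 and pdr3 grown in galactose medium; growth measured after three days at 30 °C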
SSB-PriA inh: blocks PriA binding to SSB C-terminal tail; AlphaScreen SSBct-PriA binding, biotinylated peptide; inhibition, % at 33 µM; 430,000 tested, 0.6% active; AID 1272365; in the data active = inhibition mostly above about 37%, no sharp cut-off; inactive = mostly below about 20%;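 note: plate controls were negative control peptide for no effect and reference peptide for full effect; strong numbers were not always called active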
Anthrax LF prot: inhibitors of Bacillus anthracis lethal factor protease | P15917 | multiplex microsphere protease cleavage assay, LF | inhibition, % at 10 µM | 360,000 tested, 0.12% active | AID 588501; in the data active = inhibition above about 30%; note: plate controls were buffer without enzyme for full effect and enzyme alone for no effect
Target sequence (P15917 whole entry, looked up): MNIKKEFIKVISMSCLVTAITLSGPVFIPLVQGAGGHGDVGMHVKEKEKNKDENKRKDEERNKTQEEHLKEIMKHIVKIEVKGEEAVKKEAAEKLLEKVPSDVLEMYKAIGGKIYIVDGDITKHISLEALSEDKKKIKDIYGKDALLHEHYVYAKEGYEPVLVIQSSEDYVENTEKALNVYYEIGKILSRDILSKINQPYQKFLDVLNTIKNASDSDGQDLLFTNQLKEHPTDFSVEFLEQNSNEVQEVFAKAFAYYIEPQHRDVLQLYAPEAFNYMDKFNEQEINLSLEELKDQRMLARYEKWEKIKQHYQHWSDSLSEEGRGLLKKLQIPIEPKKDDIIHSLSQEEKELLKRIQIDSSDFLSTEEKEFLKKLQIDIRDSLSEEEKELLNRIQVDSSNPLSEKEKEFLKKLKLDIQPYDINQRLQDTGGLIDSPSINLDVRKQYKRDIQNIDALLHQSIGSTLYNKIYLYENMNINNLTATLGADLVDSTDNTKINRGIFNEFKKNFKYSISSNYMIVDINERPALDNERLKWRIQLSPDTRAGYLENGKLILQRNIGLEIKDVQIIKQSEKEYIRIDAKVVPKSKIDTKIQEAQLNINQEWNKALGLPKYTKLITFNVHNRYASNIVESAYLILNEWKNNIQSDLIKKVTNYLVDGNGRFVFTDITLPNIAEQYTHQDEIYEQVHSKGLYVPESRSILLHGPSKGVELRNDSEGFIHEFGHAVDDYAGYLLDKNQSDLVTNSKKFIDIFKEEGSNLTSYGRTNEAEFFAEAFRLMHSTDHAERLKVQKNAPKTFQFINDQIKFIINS
Rv3671c protease: inhibits the M. tuberculosis serine protease Rv3671c | inhibition, % at 5.96 µM | 320,000 tested, 0.048% active; in the data active = inhibition above about 38%;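 note: extracellular domain of Rv3671c used as enzyme; 0% = enzyme with DMSO and 100% = no enzyme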
DUSP3 inh: DUSP3 (human) phosphatase inhibition. AID 1654. inhibition, % at 13.3 µM. P51452. 290,000 tested, 0.52% active. recombinant VHR phosphatase, pNPP absorbance; in the data active = inhibition above about 50%; note: some compounds called inactive have numbers as strong as hits
Target sequence (P51452 whole entry, looked up): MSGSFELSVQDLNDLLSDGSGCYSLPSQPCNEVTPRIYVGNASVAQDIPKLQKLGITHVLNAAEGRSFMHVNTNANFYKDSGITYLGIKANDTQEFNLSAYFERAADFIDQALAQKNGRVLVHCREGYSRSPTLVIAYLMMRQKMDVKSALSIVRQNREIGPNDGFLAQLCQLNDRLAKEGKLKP
Y pestis TopoI: inhibitors of Yersinia pestis topoisomerase I; activity, % at 10 µM; 360,000 tested, 0.064% active; Y. pestis Topo-I cleavage product accumulation, plate reader; in the data active = activity above about 50%, passing the limit was not always enough; note: inactives centre near 2
Numbers without * were called inactive; i = inactive; · = not tested or not shown. A portion of the library, so the mix of outcomes need not match the whole.

SMILES | 3CLpro inhibitor | TcdB inh | Vc quorum ag | MazEF act | PfHsp40 yeast | SSB-PriA inh | Anthrax LF prot | Rv3671c protease | DUSP3 inh | Y pestis TopoI
O=C(COC(=O)c1cccnc1Cl)NCCc1ccc(F)cc1 | · | 1.8 | -3.2 | 5 | -0.8 | -11 | -4 | 9 | · | 2
COc1cc(-c2nnc(COC(=O)c3cc(C)no3)o2)cc(OC)c1OC | -1 | 0.2 | 1.7 | -1 | 0.3 | 11 | 2 | 0 | 18 | 1
CSc1ncc(CN2CCN(C3CCCCC3)C(CCO)C2)cn1 (stereo unspecified) | 4 | 5.0 | -0.3 | -3 | 1.1 | -6 | -4 | 1 | 30 | 9
CCOC(=O)C1CCCN(S(=O)(=O)c2ccc(-n3cnnn3)c(C)c2)C1 (stereo unspecified) | 1 | 0.6 | -0.5 | 6 | 2.4 | -10 | 3 | -7 | 11 | 8
CC(=O)c1ccc(O)c(CO)c1 | -6 | · | 0.6 | 3 | 1.5 | -11 | -8 | -1 | 36 | -1
Cc1ccc(S(=O)(=O)NCc2ccccc2)cc1C(=O)NCc1ccccn1 | 3 | 0.4 | 0.8 | 1 | 0.1 | 1 | 0 | 2 | 22 | -11
COc1ccc(OC)c(-c2csc(NC(=O)COC(=O)C3CCC3)n2)c1 | · | 0.4 | i | 3 | 0.1 | 1 | -8 | -18 | · | -6
Cc1cc(C)cc(OCC(=O)NNC(=O)c2ccoc2C)c1 | -8 | · | -0.4 | -5 | 0.7 | -10 | 2 | -7 | -7 | -8
COCCN(Cc1ccc(C)c(Br)c1)C(=O)Cn1cnc(S(=O)(=O)N2CCCC2)c1 | 3 | -2.1 | i | 5 | -0.8 | 3 | 7 | -5 | -2 | 19
CCc1nn(CCCC(=O)NCc2ccc(C)cc2)c(=O)c2cc3occc3n12 | -6 | -0.3 | 0.2 | -9 | 0.5 | -2 | -2 | 2 | -17 | 8
CCC(CC)Nc1ccc(C(CC(N)=O)NC(=O)c2ccccc2)cc1[N+](=O)[O-] (stereo unspecified) | -1 | 0.6 | i | -1 | 0.9 | 31 | -7 | -5 | 13 | 4
COC(=O)c1ccc(C(=O)OC)c(NC(=O)c2cnc3n(c2=O)CCS3)c1 | -5 | -0.7 | 2.5 | -5 | -0.6 | -15 | -1 | 0 | 4 | 0
OCc1nc2c(ccc3ccccc32)[nH]1 | 1 | 0.6 | -0.4 | 5 | -1.8 | 7 | -7 | 5 | 5 | -5
CCOC(=O)CC1=C(C(=O)OCC)C(c2cccnc2)C(C#N)=C(N)O1 (stereo unspecified) | 1 | · | 2.6 | 15 | 2.3 | -5 | -3 | 1 | 25 | 4
CCOc1ccc2[nH]c(C)c(CN3CCN(CC)CC3)c(=O)c2c1 | 3 | · | 1.9 | 0 | -0.8 | -12 | -2 | -5 | -11 | -1
O=C(COc1ccc2cc(Br)ccc2c1Br)N1CCOCC1 | -2 | -0.5 | -0.1 | 0 | 0.7 | 1 | 3 | · | -6 | 53*
COc1ccccc1N1C(=O)c2ccc(C(=O)Nc3ccccc3O)cc2C1=O | 1 | 2.7 | -0.3 | 2 | -1.2 | -9 | -7 | -69 | 2 | -4
CCOCCCNc1ncc2c(n1)CC(c1ccc(C)cc1)CC2=O (stereo unspecified) | -2 | · | -0.8 | -1 | 1.0 | -11 | -4 | -8 | 18 | 1
COc1cc(/C=C/c2nc3ccccc3c(=O)n2-c2ccccc2O)ccc1O | 2 | 6.3 | -0.5 | -59 | 2.4 | 18 | -5 | -5 | 6 | -1
CN1C(=O)NC(=O)/C(=C/c2ccc(C(=O)O)cc2)C1=O | -3 | -4.8 | 6.2 | 6 | 0.4 | 4 | -4 | -10 | -16 | 8
O=C(NCN1C(=O)C2C3C=CC(C3)C2C1=O)Nc1ccccc1O (stereo unspecified) | 0 | -3.5 | i | 10 | 0.8 | -7 | 3 | -2 | -11 | -10
Nc1nc2n(n1)C(c1ccco1)CC(c1ccccc1)N2 (stereo unspecified) | 2 | · | -0.2 | -12 | -1.2 | -2 | -3 | 6 | 22 | 6
COc1cccc(C(C)NC(=O)c2ccncc2)c1 (stereo unspecified) | -1 | -0.2 | -0.5 | -3 | -0.9 | -6 | 13 | 0 | 8 | -6
COc1ccc(-c2nonc2NC(=O)c2ccco2)cc1OC | 3 | 1.1 | -2.7 | 7 | -1.2 | -8 | -1 | 1 | 2 | 4
CCC(c1nnc(SCC(=O)Nc2cc(Cl)ccc2C#N)n1C1CCCCC1)N(C)C (stereo unspecified) | 3 | -0.7 | i | -8 | 6.7 | -1 | -1 | 5 | -4 | 20

More records
SMILES | 3CLpro inhibitor | TcdB inh | Vc quorum ag | MazEF act | PfHsp40 yeast | SSB-PriA inh | Anthrax LF prot | Rv3671c protease | DUSP3 inh | Y pestis TopoI
CCOC(=O)c1[nH]c(C)c(C(=O)Nc2ccc(C)c(Cl)c2)c1C | -4 | · | -0.3 | -2 | -1.6 | -22 | -1 | -32 | 1 | 10
CCCc1cc(-c2[nH]ncc2-c2ccc(C(=O)OCC)o2)c(O)cc1O | 4 | · | -0.4 | 2 | 4.4 | 33 | -2 | -3 | -22 | -6
COC(=O)c1sccc1NC(=O)COc1ccccc1Cl | 4 | · | i | 10 | 0.6 | 0 | -2 | -12 | 0 | 0
C[C@@H](Nc1nc(-c2ccccc2)nc2c1oc1ccccc12)C(=O)O | 4 | -0.5 | i | 0 | 0.0 | -6 | 2 | -2 | -2 | -5
COc1cc(OC)c(OC)cc1/C=C/c1cc(C(=O)O)c2ccccc2n1 | -1 | 1.4 | -3.2 | 0 | -2.1 | -7 | 0 | -4 | 5 | 9
COc1cc(F)ccc1-c1cc(C(=O)NCC2CCCCC2)[nH]n1 | · | 0.9 | i | · | · | · | 0 | · | · | 15
COc1ccc(CCNC(=O)C(C)n2nc(C)c3c(C)n(-c4ccc(C)cc4)nc3c2=O)c(OC)c1 (stereo unspecified) | 2 | 1.1 | -0.4 | 2 | 0.3 | -5 | 0 | -9 | 40 | 37
O=C(c1ccco1)N1CCc2[nH]nc(-c3ccccc3)c2C1 | -2 | 0.4 | -0.3 | -1 | 0.1 | -3 | 3 | 5 | 15 | -6
Cc1noc(C)c1C(=O)NCCC1=CCCCC1 | 2 | · | i | 3 | -1.2 | -8 | -4 | -8 | 16 | -5
Cc1ccc(NC(=O)CSc2nnnn2C)cc1S(=O)(=O)N(C)C | 3 | 1.1 | -0.3 | 7 | -0.1 | -8 | 2 | -2 | 1 | 4
CC1CN(c2c3c(nc4ncnn24)CCCC3)CC(C)O1 (stereo unspecified) | 0 | · | -5.6 | -10 | 16 | -11 | -1 | -8 | -2 | -4
COc1ccc(S(=O)(=O)Nc2ccc3c(c2)n(C)c(=O)n3C)cc1 | 2 | 1.8 | -0.5 | -13 | -0.2 | -7 | 3 | -4 | 17 | 1
CSc1nc2ccccc2n1Cc1cccc([N+](=O)[O-])c1 | -2 | 0.2 | i | 2 | 0.3 | 7 | 0 | -1 | 15 | -1
C(=N\Nc1nc2ccccc2[nH]1)/c1ccccc1 | 1 | 2.2 | -0.7 | -4 | -1.5 | · | -3 | 9 | 22 | -4
Cc1ccc2c(c1)N(CCC(=O)NCc1ccc3c(c1)OCO3)C(=O)CO2 | -3 | · | -0.1 | 6 | -0.1 | -5 | 3 | 1 | 40 | -1
O=C(NC(=S)N1CCN(c2nc(-c3ccccc3)cs2)CC1)c1cncc(Br)c1 | 6 | 0.0 | -0.9 | -5 | -1.8 | 1 | -6 | -4 | 30 | 22
CCOC(=O)c1c(NC(=O)CSc2nnnn2CC)sc(C)c1C | -9 | · | -0.3 | 6 | -0.6 | -12 | -2 | 3 | 1 | 27
COc1ccccc1-c1nc2cc3ccccc3cc2nc1-c1ccccc1 | -5 | 1.5 | 1.2 | 9 | -1.4 | 0 | 19 | -5 | 0 | 15
Cc1ccc(NC(=O)c2ccc(OCC3CCCO3)cc2)nc1 (stereo unspecified) | · | 3.5 | -1.2 | -2 | -1.1 | -13 | -3 | -4 | · | 5
CCOC(=O)/C(=N\Nc1ccc(Br)cc1)N1CCN(c2ccccc2OC)CC1 | 1 | -1.9 | -0.3 | -4 | -0.7 | · | -4 | · | 10 | -8
COc1ccc2[nH]c(=O)c(CN(C)C(=O)COc3ccccc3)cc2c1 | 3 | · | i | 3 | 1.2 | -9 | -4 | 1 | 23 | 4
CCCC1COC(Cn2cncn2)(c2ccc(Cl)cc2Cl)O1 (stereo unspecified) | 2 | · | i | -1 | 134* | -16 | 0 | 5 | 11 | -4
Clc1ccc(-c2nc3cnccn3c2NC2CCCC2)cc1 | 0 | · | i | 7 | 8.4 | -28 | -1 | -5 | 39 | 22
O=C(O)C1CSC2(c3ccc(F)cc3)CCC(=O)N12 (stereo unspecified) | 0 | 0.2 | i | -3 | 0.0 | -5 | -1 | -9 | 8 | 13
Cc1onc(-c2c(Cl)cccc2Cl)c1C(=O)NCc1ccc(S(N)(=O)=O)cc1 | 0 | 1.1 | -0.1 | 7 | 0.8 | 4 | -9 | 4 | 18 | -7

Following part:
SMILES | 3CLpro inhibitor | TcdB inh | Vc quorum ag | MazEF act | PfHsp40 yeast | SSB-PriA inh | Anthrax LF prot | Rv3671c protease | DUSP3 inh | Y pestis TopoI
CN1CCN(C(=O)C2CCC(=O)N(CCc3cccc(F)c3)C2)CC1 (stereo unspecified) | 8 | 0.7 | 9.8 | 4 | 0.0 | 4 | 0 | 4 | 42 | 11
COc1ccc(NS(=O)(=O)c2ccc(C)c(C(=O)NCCCN3CCCC3=O)c2)cc1 | · | 0.1 | -0.6 | 9 | 0.6 | -2 | 0 | 5 | · | -8
COc1ccc(S(=O)(=O)N(C)[C@H]2C[C@H]3c4cc(-c5ccccc5)ccc4CCN3C(=O)[C@H]2[C@H](C)O)cc1 | · | 0.5 | -0.4 | -17 | · | · | -4 | · | · | 26
COc1ccc(C(=O)NCCc2ccc(S(N)(=O)=O)cc2)cc1OC | 4 | · | -5.9 | 0 | -0.1 | -14 | -4 | -12 | 12 | 9
CC(=O)Nc1ccc2nc(CN3CCN(CC=C(C)C)C(CCO)C3)ccc2c1 (stereo unspecified) | -2 | -0.3 | -2.3 | 5 | -2.0 | -14 | 0 | 6 | -1 | 2
N/C(=N\O)c1ccc(N2CCN(c3ncccc3C(F)(F)F)CC2)nc1 | -1 | 4.5 | -0.4 | 5 | -1.2 | i | 6 | -3 | 22 | -3
Cc1ccc(C(=O)NNC(=O)c2cccc(Br)c2)cc1 | -3 | -0.1 | 0.5 | -10 | 0.7 | 3 | 10 | -12 | -3 | -4
CC1=NC(C)(C)Cc2c(C)cccc21 | -1 | 1.5 | -0.9 | 6 | -0.4 | 3 | -2 | 4 | 12 | -4
Cc1ccc(F)cc1NC(=O)CN1C(=O)NC2(CCCc3ccccc32)C1=O (stereo unspecified) | · | 3.0 | i | 2 | -0.3 | 8 | -8 | -4 | · | -6
O=C(CCNC(=O)C1CCN(S(=O)(=O)c2ccccc2)CC1)NCc1ccccc1Cl | 6 | 1.0 | -0.4 | -1 | 0.8 | 5 | 0 | -1 | -4 | 7

In the list so far, five contain an aryl thioether with sulfur outside any ring.
SMILES | 3CLpro inhibitor | TcdB inh | Vc quorum ag | MazEF act | PfHsp40 yeast | SSB-PriA inh | Anthrax LF prot | Rv3671c protease | DUSP3 inh | Y pestis TopoI
CSc1ncc(CN2CCN(C3CCCCC3)C(CCO)C2)cn1 (stereo unspecified) | 4 | 5.0 | -0.3 | -3 | 1.1 | -6 | -4 | 1 | 30 | 9
CCC(c1nnc(SCC(=O)Nc2cc(Cl)ccc2C#N)n1C1CCCCC1)N(C)C (stereo unspecified) | 3 | -0.7 | i | -8 | 6.7 | -1 | -1 | 5 | -4 | 20
Cc1ccc(NC(=O)CSc2nnnn2C)cc1S(=O)(=O)N(C)C | 3 | 1.1 | -0.3 | 7 | -0.1 | -8 | 2 | -2 | 1 | 4
CSc1nc2ccccc2n1Cc1cccc([N+](=O)[O-])c1 | -2 | 0.2 | i | 2 | 0.3 | 7 | 0 | -1 | 15 | -1
CCOC(=O)c1c(NC(=O)CSc2nnnn2CC)sc(C)c1C | -9 | · | -0.3 | 6 | -0.6 | -12 | -2 | 3 | 1 | 27

Screening data: PubChem, several laboratories
